# KOR beta-arrestin-1: KOR agonists, beta-arrestin recruitment, primary screen, cell-based, luminescence, uHTS (AID 1777). KOR beta-arrestin recruitment, luminescence; higher % means a stronger effect. one-dose activation, % at 10 µM; EC50 in µM for titrated hits. hit rate 0.02% among 280,000; in the data active = activation above about 50%, passing the limit was not always enough; note: a part of the inactive calls stands beside numbers as strong as those of hits
# NOD2 inhibition: NOD2 signaling inhibitors, cell-based, luminescence, uHTS, HEK293 (AID 1566); HEK293 NOD2/NF-kB luciferase reporter, luminescence; higher % means a stronger effect; hit rate 0.63% among 290,000; inhibition, % at 4 µM, or EC50 in µM where a hit was titrated; note: many of its hits are not listed in these tables
# KOR beta-arrestin-2: kappa opioid receptor blockers – cell-based, luminescence, uHTS (AID 1778); KOR beta-arrestin recruitment, luminescence, antagonist mode; higher % means a stronger effect; inhibition, % at 10 µM; hits with a dose series show IC50 in µM; hit rate 0.091% among 290,000; note: strong numbers were not always called active
# LYP phosphatase: PTPN22 lymphoid phosphatase activity blockers – biochemical, fluorescence intensity, uHTS (AID 1779). recombinant LYP phosphatase, fluorescence intensity; higher % means a stronger effect. one-dose inhibition, % at 11.5 µM; IC50 in µM for titrated hits. hit rate 0.054% among 290,000;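 note: plate controls were vehicle with enzyme for no effect and no enzyme for full effect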
# PhoP inhibition: PhoP-dependent GFP reporter repression – Salmonella Typhimurium, primary screen (AID 1863); hit rate 0.16% among 300,000; S. Typhimurium PhoP-regulated promoter GFP reporter, 4 h; higher % means a stronger effect; inhibition, % at 50 µM; hits with a dose series show IC50 in µM;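 active = inhibition over 29.93%, a cutoff 3 SD above the screen mean, later confirmed by dose response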;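 note: 0% = low Mg2+ inducing control and 100% = high Mg2+ repressing control; strong numbers were not always called active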
# SIAH1 antagonists: blockers of Siah-1 interaction with plectin peptide – biochemical, fluorescence polarization, rhodamine-plectin, uHTS, primary screen (AID 1817); Siah-1 / rhodamine-plectin peptide fluorescence polarization; higher % means a stronger effect; one-dose displacement, % at 20 µM; IC50 in µM for titrated hits; hit rate 0.02% among 290,000;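 active = displacement of at least 50% at 20 µM, with a fluorescence ratio check between 0.3 and a set limit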;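 note: plate controls were Siah plus tracer with DMSO for no effect and tracer alone without Siah for full effect; strong numbers were not always called active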
# NOD1 NF-kB reporter: NOD1 signaling inhibitors, primary screen, cell-based, luminescence, uHTS (AID 1578) | NOD1-driven NF-kB luciferase reporter cells, luminescence; higher % means a stronger effect | inhibition, % at 4 µM, or EC50 in µM where a hit was titrated | hit rate 1% among 290,000; in the data active = inhibition mostly above about 36%, no sharp cut-off; inactive = mostly below about 34%;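 note: HEK-293T reporter cells stimulated with the NOD1 agonist gamma-tri-DAP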
# HIV fusion peptide: cell-free HIV fusion peptide-binding blockers – biochemical, uHTS, fluorescence dequenching, primary screen (AID 1986). hit rate 0.3% among 290,000. one-dose inhibition, % at 20 µM; IC50 in µM for titrated hits. cell-free peptide binding, fluorescence dequenching, 30 min; higher % means a stronger effect; in the data active = inhibition mostly above about 52%, no sharp cut-off; inactive = mostly below about 76%; note: some results filed as inactive read as strong as hits
# Myeloid diff 2: promotes myeloid progenitor differentiation. ER-HoxA9 myeloid progenitors, lysozyme-GFP differentiation, flow cytometry. calls only at 10 µM. hit rate 1% among 360,000. AID 624256;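 active = normalized GFP-positive differentiation at or above the plate's own cutoff, the solvent-only control mean plus 3 SD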;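 note: cells exposed to compound for four days before flow analysis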
# Myeloid diff 2 GFP+ MAC1+ %: second read-out of Myeloid diff 2, no call of its own (marks repeat the call); GFP+ MAC1+ double positive, %; measured here: differentiation confirmed by MAC1 staining
# An asterisk follows results filed as active; i = inactive; x = no result given; [ ] = another dose, or the depositor's remark. Cut-off read from the data, not from the text of the source, unless noted: active = inhibition above about 50%; inactive = the rest.
1. Cc1ccc(NC(=O)C2CCN(C(=O)c3ccco3)CC2)cc1C
2. CC1CC(C)CN(CC(O)COCc2ccccc2)C1 (stereo not given)
3. COC(=O)c1ccccc1NC(=O)Nc1cccnc1
4. COC(=O)Cn1cnc(=O)c(C#N)c1/C=C/N(C)C
5. Cc1nnc(SCC(=O)N2CCc3ccccc32)s1
6. Cc1nn(C(=O)Cn2cc([N+](=O)[O-])cn2)c(C)c1Cl
7. Cc1ccc(S(=O)(=O)N(CC(O)CN2CCCCC2)c2ccccc2)cc1 (stereo not given)
8. Cc1nn(C)c(C(=O)NNC(=S)NCC(C)C)c1Cl
9. COC(=O)c1cn(NC(=O)c2ccccc2[N+](=O)[O-])c(=O)c2ccccc12
10. CN(C)C(=S)Nc1ccc(Cc2ccncc2)cc1
Assay by compound	1	2	3	4	5	6	7	8	9	10
KOR beta-arrestin-1	-1.9%	-1.7%	1.3%	1.2%	-2.2%	-8.6%	-10%	-0.6%	-1.6%	-0.5%
NOD2 inhibition	18%	9%	4%	0%	-10%	14%	-6%	5%	18%	-3%
KOR beta-arrestin-2	2%	-38%[20 µM]	-12%	-8%	7%	-4%	-12%	-25%	-15%	0%
LYP phosphatase	-4%	-11%	6%	-5%	1%	-4%	-7%	-7%	0%	0%
PhoP inhibition	-5%	-6%	-3%	4%	-5%	0%	6%	-2%	4%	-6%
SIAH1 antagonists	7%	1%	-1%	-3%	-4%	16%	1%	6%	1%	1%
NOD1 NF-kB reporter	-3%	-12%	-4%	9%	-26%	-23%	-12%	-11%	-27%	-32%
HIV fusion peptide	-1.2%	-0.5%	0.9%	0.2%	-2.4%	-0.1%	4.7%	0.4%	-0.9%	-1.0%
Myeloid diff 2	i	i	i	i	i	i	i	i	i	i
Myeloid diff 2 GFP+ MAC1+ %	1.8	0.1	0.8	0.8	1.2	0.2	1.9	0.1	0.7	0.7

11. COc1cccc(NC(=O)N2CCC(NC(=O)C(Cc3cccc(C)c3)NC(C)=O)CC2)c1 (stereo not given)
12. Cc1ccc(/C=C/C(=O)N2CCc3ccccc32)o1
13. Cc1ccc2c(c1)[nH]c1c(=O)n(Cc3ccco3)cnc12
14. CCOC(=O)C1CCN(C(=O)c2ccco2)CC1
15. Cn1c(=O)c2c(ncn2Cc2cc(-c3ccccc3)no2)n(C)c1=O
16. CCC(=O)NCc1ccc(-c2nc3ncccc3o2)cc1
17. CC(=O)N1c2ccc(S(=O)(=O)N3CCCC3C(=O)Nc3ccc(C)cc3)cc2CC1C (stereo not given)
18. Cc1ccc(/C=c2\sc3nc(-c4cccnc4)nn3c2=O)cc1
19. O=C(O)c1ccccc1-c1nc2ccccc2[nH]1
20. CC1Oc2ccccc2C(=O)N(CC(=O)c2ccc3c(c2)OCCO3)C1=O (stereo not given)
Assay by compound	11	12	13	14	15	16	17	18	19	20
KOR beta-arrestin-1	-4.8%	-3.8%	x	12%	-2.1%	-2.1%	-7.3%	2.7%	-8.7%	-3.3%
NOD2 inhibition	21%	-136%	-28%	15%	-9%	-9%	12%	2%	-34%	6%
KOR beta-arrestin-2	9%	-8%	8%	28%	3%	14%	20%[20 µM]	7%	-16%	25%
LYP phosphatase	-8%	4%	-2%	-12%	-8%	-3%	-10%	6%	-9%	-8%
PhoP inhibition	1%	-7%	-2%	-7%	-2%	-3%	x	-23%	-2%	4%
SIAH1 antagonists	-4%	25%	6%	0%	5%	3%	-1%	-5%	0%	8%
NOD1 NF-kB reporter	-2%	-47%	-6%	20%	-6%	-43%	-36%	48%	-49%	-30%
HIV fusion peptide	-0.4%	30%	-0.5%	-0.9%	-1.4%	0.3%	12%	14%	-0.2%	0.9%
Myeloid diff 2	i	i	i	i	i	i	i	i	i	i
Myeloid diff 2 GFP+ MAC1+ %	0.6	5.5	0.7	0.6	0.6	0.5	2.2	2.0	0.4	1.8

21. Cc1ccc(-c2nc(CS(=O)(=O)CC(=O)Nc3cc(F)ccc3F)c(C)o2)cc1
22. COc1ccc(C(=O)c2coc3ccc(O)cc23)cc1
23. CCOc1ccc2nc(NC(=O)C3CCN(c4cnccn4)CC3)sc2c1
24. CCc1c(C)nc(N)c(C#N)c1-c1ccccc1
25. COC(=O)Cn1c(=O)c2c(n(Cc3ccccc3)c1=O)N/C(=C/c1ccc(Br)cc1)C2=O
26. O=C1OCCN1CCN(CN1C(=O)CCC1=O)CN1C(=O)CCC1=O
Assay by compound	21	22	23	24	25	26
KOR beta-arrestin-1	6.0%	-2.3%	9.2%	x	0.0%	5.3%
NOD2 inhibition	16%	-237%	-13%	32%	-24%	-14%
KOR beta-arrestin-2	-2%[20 µM]	-2%	-4%	-35%[20 µM]	8%	-18%
LYP phosphatase	-7%	3%	-6%	-5%	9%	5%
PhoP inhibition	x	11%	-1%	4%	-4%	-2%
SIAH1 antagonists	-4%	2%	2%	0%	15%	2%
NOD1 NF-kB reporter	-1%	-10%	-4%	5%	-3%	-16%
HIV fusion peptide	2.3%	-0.6%	0.3%	0.8%	5.4%	1.5%
Myeloid diff 2	i	i	i	i	i	i
Myeloid diff 2 GFP+ MAC1+ %	0.8	1.1	0.1	0.1	0.4	1.9

# Sorted by count of non-hydrogen atoms (high to low): 9 of the compounds above
25. COC(=O)Cn1c(=O)c2c(n(Cc3ccccc3)c1=O)N/C(=C/c1ccc(Br)cc1)C2=O
17. CC(=O)N1c2ccc(S(=O)(=O)N3CCCC3C(=O)Nc3ccc(C)cc3)cc2CC1C (stereo not given)
21. Cc1ccc(-c2nc(CS(=O)(=O)CC(=O)Nc3cc(F)ccc3F)c(C)o2)cc1
7. Cc1ccc(S(=O)(=O)N(CC(O)CN2CCCCC2)c2ccccc2)cc1 (stereo not given)
1. Cc1ccc(NC(=O)C2CCN(C(=O)c3ccco3)CC2)cc1C
18. Cc1ccc(/C=c2\sc3nc(-c4cccnc4)nn3c2=O)cc1
13. Cc1ccc2c(c1)[nH]c1c(=O)n(Cc3ccco3)cnc12
2. CC1CC(C)CN(CC(O)COCc2ccccc2)C1 (stereo not given)
24. CCc1c(C)nc(N)c(C#N)c1-c1ccccc1
Assay by compound	25	17	21	7	1	18	13	2	24
KOR beta-arrestin-1	0.0%	-7.3%	6.0%	-10%	-1.9%	2.7%	x	-1.7%	x
NOD2 inhibition	-24%	12%	16%	-6%	18%	2%	-28%	9%	32%
KOR beta-arrestin-2	8%	20%[20 µM]	-2%[20 µM]	-12%	2%	7%	8%	-38%[20 µM]	-35%[20 µM]
LYP phosphatase	9%	-10%	-7%	-7%	-4%	6%	-2%	-11%	-5%
PhoP inhibition	-4%	x	x	6%	-5%	-23%	-2%	-6%	4%
SIAH1 antagonists	15%	-1%	-4%	1%	7%	-5%	6%	1%	0%
NOD1 NF-kB reporter	-3%	-36%	-1%	-12%	-3%	48%	-6%	-12%	5%
HIV fusion peptide	5.4%	12%	2.3%	4.7%	-1.2%	14%	-0.5%	-0.5%	0.8%
Myeloid diff 2	i	i	i	i	i	i	i	i	i
Myeloid diff 2 GFP+ MAC1+ %	0.4	2.2	0.8	1.9	1.8	2.0	0.7	0.1	0.1

# Screening data: PubChem, several laboratories

# An excerpt; the hit share may differ from the screen's.
